AMA1-RON2 inh: qHTS for Inhibitors of AMA1-RON; Towards Development of Antimalarial Drug Lead: Primary Screen | Plasmodium falciparum AMA1 (3D7) - RON2 peptide interaction | AlphaScreen AMA1-biotinylated RON2 peptide binding | 0.2% of 360,000 active | Potency, µM (doses to about 58.2 µM), for inactives: at the highest dose activity change, negative = inhibition, hits mostly inhibitors | AID 720542, 2013;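 further: potency means the concentration at half of the fitted maximal effect; 0% = vehicle wells and -100% = peptide control; nearly all actives have a fitted effect of over 45% in size; some results filed as inactive show a strong effect at the top dose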
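AMA1 (3D7) with his tag at 25 nM final met compounds first, then biotinylated RON2 peptide at 25 nM; detection used donor plus acceptor beads, 10 µg/mL apiece, read by AlphaScreen after 30 min at room temperature.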
AmpC inh detg: qHTS Inhibitors of AmpC Beta-Lactamase (assay with detergent); P00811; AmpC hydrolysis of nitrocefin, absorbance 480 nm, 0.01% Triton; Potency, µM (doses to about 114 µM), without a hit: at the highest dose activity change, negative = inhibition, usual class: inhibitors; 0.041% of 370,000 active;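 further: potency means the concentration at half of the fitted maximal effect; 0% = no-compound wells and -100% = no-enzyme wells; nearly all actives have a fitted effect of over 25% in size; some results filed as inactive show a strong effect at the top dose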
Target sequence (P00811 whole entry, looked up): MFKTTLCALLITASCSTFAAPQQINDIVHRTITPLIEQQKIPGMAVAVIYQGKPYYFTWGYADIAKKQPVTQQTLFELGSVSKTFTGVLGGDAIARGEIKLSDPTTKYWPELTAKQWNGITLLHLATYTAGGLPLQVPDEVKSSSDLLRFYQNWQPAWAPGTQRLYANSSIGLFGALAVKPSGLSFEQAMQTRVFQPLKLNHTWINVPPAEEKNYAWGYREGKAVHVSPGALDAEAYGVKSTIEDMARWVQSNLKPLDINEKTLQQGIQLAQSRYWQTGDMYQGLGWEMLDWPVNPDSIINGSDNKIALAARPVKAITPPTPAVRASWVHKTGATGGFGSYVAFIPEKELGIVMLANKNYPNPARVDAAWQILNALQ
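20 mM phosphate pH 7.0 + 0.01% (detergent screen) or 0.0001% Triton X-100; 5.3 nM AmpC reagent; cpd preinc 15 min RT; nitrocefin (800 uM stock) to start; A480 q20 s × 4 min; Activity was normalised to no-enzyme and no-compound control wells.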
Tb PYK inh: qHTS of Trypanosoma Brucei Inhibitors; 0.12% of 410,000 active; TbPYK enzyme, Kinase-Glo Plus ATP luminescence, 45 min; AID 624173, 2012; Potency, µM (doses to about 76.8 µM), for the others: at the highest dose activity, negative = inhibition, usual class: inhibitors; further: potency means the concentration at half of the fitted maximal effect; nearly all actives have a fitted effect of over 50% in size
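Luminescent Kinase-Glo Plus end-point after 45 min room-temperature reaction of T. brucei pyruvate kinase started with 130 uM ADP (final). Buffer TEA 50 mM pH 7.2 with KCl, MgCl2, BSA, Tween-20; titration-based qHTS with fitted concentration-effect curves.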
HCMV inh: qHTS Assay for inhibitors of the human cytomegalovirus (HCMV); HFF cells, HCMV-luciferase reporter, 72 h; stronger effect = lower value; activity change, negative = inhibition, % at 57.5 µM; 4.5% of 410,000 active; AID 1259415, 2018; in the data active means activity change below about -60%; inconclusive means no clear call, values can overlap the other calls; inactive means above about -39%
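Inhibition of viral replication was scored as loss of reporter luminescence in HFFs infected with HCMV-luciferase (MOI 1 PFU/cell) for 72 h; compounds tested at 2 doses, normalized to buffer and Salinomycin controls.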
HCV inh: qHTS Assay for Inhibitors of Hepatitis C Virus (HCV) | Huh7.5.1 HCVcc-Cre infection, luciferase reporter, 44 h | Potency, µM (highest dose often 41.8 µM), for inactives: at the highest dose activity change, negative = inhibition, usual class: inhibitors | AID 651820, 2012 | 3.4% of 340,000 active; further: potency means the concentration at half of the fitted maximal effect
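Cells seeded at 1,000/well and cultured 4 h, then compounds added followed by HCVcc-Cre virus (~0.5 moi). After 44 h further culture, luciferase substrate was added, plates held 15 min at room temperature, and luminescence read for 15 sec.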
AmpC inh no detg: qHTS Inhibitors of AmpC Beta-Lactamase (assay without detergent); P00811; AmpC nitrocefin hydrolysis, absorbance 480 nm, 0.0001% Triton; Potency, µM (doses to about 57.1 µM), inactives show at the top dose activity change, negative = inhibition, hits mostly inhibitors; 0.52% of 330,000 active; AID 485341, 2010;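 further: potency means the concentration at half of the fitted maximal effect; plate controls were no compound for no effect and no enzyme for full effect; nearly all actives have a fitted effect of over 20% in size; some results filed as inactive show a strong effect at the top dose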
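20 mM phosphate pH 7.0 + 0.01% (detergent screen) or 0.0001% Triton X-100; 5.3 nM AmpC reagent; cpd preinc 15 min RT; nitrocefin (800 uM stock) to start; A480 q20 s × 4 min; Activity was normalised to no-enzyme and no-compound control wells.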
LmPK inh: qHTS Assay for Inhibitors of Leishmania Mexicana Pyruvate Kinase (LmPK); Q27686; purified LmPK, Kinase-Glo ATP luminescence, 1 h; Potency, µM (doses to about 57.5 µM), for the others: at the highest dose activity change, negative = inhibition, most hits filed as inhibitors; 0.37% of 290,000 active; further: potency means the concentration at half of the fitted maximal effect
Target sequence (Q27686 whole entry, looked up): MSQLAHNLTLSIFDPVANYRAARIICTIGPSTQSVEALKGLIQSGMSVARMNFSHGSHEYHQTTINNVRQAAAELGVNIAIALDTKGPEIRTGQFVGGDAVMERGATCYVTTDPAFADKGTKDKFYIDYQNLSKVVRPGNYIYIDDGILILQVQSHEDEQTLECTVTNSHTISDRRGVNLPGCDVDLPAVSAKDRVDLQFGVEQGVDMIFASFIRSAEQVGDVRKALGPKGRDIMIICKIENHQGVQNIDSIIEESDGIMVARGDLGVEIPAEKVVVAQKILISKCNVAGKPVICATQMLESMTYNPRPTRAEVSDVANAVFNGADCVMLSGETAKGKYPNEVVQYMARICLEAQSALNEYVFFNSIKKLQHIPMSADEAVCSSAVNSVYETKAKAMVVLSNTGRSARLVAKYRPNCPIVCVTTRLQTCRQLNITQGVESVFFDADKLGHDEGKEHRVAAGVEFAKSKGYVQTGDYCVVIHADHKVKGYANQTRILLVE
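0.1 nM LmPK, 0.5 mM PEP, 0.1 mM ADP; 50 mM imidazole pH 7.2, 7 mM MgCl2, 50 mM KCl; 1 h RT. Kinase-Glo luminescence readout, normalized to no-enzyme (full inhibition) and uninhibited wells.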
The depositor's hits bear a star; ? = inconclusive; nt = no result given; [ ] = another dose, or the depositor's remark. Unless noted, the call rests on the fitted dose curve; in most records, active means well fitted curve in the direction sought with a large enough effect; inconclusive means small, poorly fitted or top-dose-only effect, or another doubt; inactive means no such curve, though single readings can be large; an effect the other way counts as inactive or inconclusive. Unless noted, on the % scale 0 is the no-effect control and ±100 the full control effect.

SMILES	AMA1-RON2 inh	AmpC inh detg	Tb PYK inh	HCMV inh	HCV inh	AmpC inh no detg	LmPK inh
O=C(c1cc2n(n1)C(C(F)(F)F)CC(c1ccco1)N2)N1CCc2ccccc2C1 (stereo not drawn)	-7%	-11%	2%	33	-14%	85%[activator]	6%
N/C(=N\OC(=O)c1ccco1)c1cccc(Br)c1	2%	-11%	0%	-4	12%	-20%	?
CCOc1cc(-c2nc(C)c(C(C)=O)n2O)ccc1OCC(=O)Nc1ccc(F)cc1	1%	4%	-16%	51	?	-3%	-7%
CCCC(=O)Nc1ncnc2c1ncn2[C@@H]1O[C@@H]2OP(=O)(O)OC[C@H]2[C@H]1OC(=O)CCC	0%	-19%	17%	31	22%	-1%	nt
O=C(c1ccccc1)c1ccc(Oc2ccc([N+](=O)[O-])cc2[N+](=O)[O-])cc1	?	nt	1%	-2	?	nt	nt
CC1=CC(C)(C)[N+](C)(C)c2ccc(C)cc21	-4%	?	-18%	-32	11%	-16%	0%
COC(=O)Cc1cc(=O)n2[nH]c(C(F)(F)F)nc2n1	21%	7%	-7%	nt	3%	-14%	10%
Cc1ccc(-c2nnc(CCC(=O)NCc3csc(C)n3)o2)s1	2%	4%	6%	0	-5%	-21%	-2%
CC(=O)N1CSCC1C(=O)N1CCN(c2ccc(N3CCOCC3)nn2)CC1 (stereo not drawn)	-5%	-17%	0%	29	11%	4%	2%
CC(C)n1c(=O)c2ccccc2n1C(=O)c1ccccc1	-3%	nt	2%	2	nt	nt	nt
CC(C)CCNC(=O)NC(=O)COC(=O)/C=C/c1cc(Br)ccc1F	-11%	8%	-6%	nt	12%	-14%	0%
COC(=O)c1sc2cccc(F)c2c1S(=O)(=O)N1CCN(c2cccc(C)c2)C(C)C1 (stereo not drawn)	nt	17%	8%	5	nt	nt	nt
CCOc1ccc(C(=O)Nc2c(C(=O)N3CCN(c4ccccc4F)CC3)oc3ccccc23)cc1	nt	19%	-12%	5	nt	nt	nt
C[N+](C)(C)CCOC(=O)CBr	8%	-19%	3%	-35	?	-3%	nt
CCC(=O)N1CCc2cc(CNC(=O)Nc3cc(C)ccc3C)ccc21	nt	16%	0%	0	nt	nt	nt
Cc1cc(O)c(C(C)C)cc1NC(=O)c1cccc(Cl)c1	-7%	-3%	nt	-21	-16%	42%	6%
Cc1ccc(S(=O)(=O)N(C)C)cc1NC(=O)COC(=O)CN1C(=O)c2ccccc2C1=O	-4%	-3%	4%	-2	1%	-15%	nt
CSCCC(NC(N)=O)C(=O)NCc1ccccc1Cl (stereo not drawn)	10%	-4%	1%	37	3%	-27%	0%
CCNc1nc(OC)nc(Oc2ccc(=O)[nH]n2)n1	nt	-1%	-4%	9	nt	nt	nt
CC(Nc1cc(N2CCN(S(=O)(=O)N(C)C)CC2)ccc1[N+](=O)[O-])c1ccccc1 (stereo not drawn)	-18%	1%	-3%	13	-19%	-22%	1%
COc1ccc(C(=O)N(C)[C@H]2C[C@H]3c4[nH]c5ccccc5c4CCN3C(=O)[C@H]2CO)cc1	-15%	nt	0%	-20	nt	nt	nt
CCOC(=O)C1(C)NC(c2ccco2)C2C(=O)N(c3ccc(C)cc3)C(=O)C21 (stereo not drawn)	-10%	-1%	1%	5	-12%	-6%	-2%
CCCCC(CC)C(=O)Nc1cccc(SC)c1 (stereo not drawn)	-18%	7%	3%	-25	-21%	-12%	9%
Cc1c(CNC2CCC(C)CC2)c(C(=O)O)c(C)n1Cc1ccccc1F (stereo not drawn)	nt	-4%	-3%	-12	nt	nt	nt
COC(=O)c1ccc2c(=O)[nH]c(CCl)nc2c1	16%	?	-5%	1	?	-12%	7%

Next structures
SMILES	AMA1-RON2 inh	AmpC inh detg	Tb PYK inh	HCMV inh	HCV inh	AmpC inh no detg	LmPK inh
O=C(CN1CCOCC1)Nc1ccc(Cl)c(Cl)c1	?	-14%	30%	nt	4%	-12%	3%
COc1ccc(-c2ccc3c(N)c(C(=O)NC(C)C)sc3n2)cc1OC	7%	0%	-3%	41	?	59%	-3%
CCOC(=O)/C(=N/Nc1ccc(OC)cc1)Sc1nnc(CCc2ccccc2)n1-c1ccccc1	78%[activator]	-14%	-14%	0	10%	47%	-3%
COc1ccc(Nc2ncnc3onc(C)c23)c(OC)c1	nt	19%	1%	2	nt	nt	nt
COCCn1c(C)cc(/C=C(\C#N)C(=O)OCC(=O)N(C)c2c(N)n(Cc3ccccc3)c(=O)[nH]c2=O)c1C	-17%	?	-3%	8	14%	113%[activator]	nt
CCCCc1cc(=O)oc2cc(OCC(=O)NCCN3CCOCC3)ccc12	-1%	-10%	1%	-27	5%	1%	1%
CO/N=C(/CNC(=O)c1ccccc1Cl)c1ccc(Cl)cc1	-1%	?	2%	11	16%	-34%	2%
CNS(=O)(=O)c1ccc(NC(=O)C2CC(=O)N(c3ccc(Cl)cc3)C2)cc1 (stereo not drawn)	0%	1%	-1%	-22	-14%	-25%	4%
CC(C)C(=O)Nc1cccc(-c2nc3ccccc3c(=O)o2)c1	-4%	-11%	4%	-3	3%	-17%	0%
Cc1cc(NC(=O)/C(C#N)=C\c2ccc(-c3ccc(SC(F)F)cc3)o2)n(-c2ccccc2)n1	-8%	nt	0%	-9	-12%	nt	nt
CCCCN(Cc1ccccc1)C(=O)C1CCN(Cc2sccc2C)CC1	-13%	-13%	7%	-3	?	57%	1%
CCC(=O)Nc1ccc(C)cc1-c1nc2ccccc2n(CC(=O)Nc2ccccc2Cl)c1=O	nt	-3%	2%	10	nt	nt	nt
COc1ccccc1CC(NC(C)=O)C(=O)N1CCN(C(=O)c2cccs2)CC1 (stereo not drawn)	-5%	2%	1%	-32	0%	-5%	2%
COc1ccc(S(=O)(=O)NCc2ccc(C(=O)NCc3cccnc3)cc2)cc1	nt	0%	nt	40	nt	-22%	3%
Cc1ccc(S(=O)(=O)N2CCOCC2)cc1NC(=O)COC(=O)c1ccc2c(c1)OCCO2	-7%	?	4%	-25	-20%	7%	-2%
CCC(=O)OCC(=O)Nc1cc(S(=O)(=O)N(C)C)ccc1Cl	8%	1%	-4%	-27	-9%	-15%	7%
CCCCCCC(=O)N(O)C1CC(=O)N(c2ccc(Cl)cc2)C1=O (stereo not drawn)	-14%	-14%	-24%	-6	-5%	-52%	-25%
COc1ccc(CNC(=O)Cn2ncn3c(cc4ccccc43)c2=O)cc1	-1%	-4%	0%	44	-19%	-12%	8%
CCOC(=O)Nc1sc(C(=O)N(CC)CC)c(C)c1C(=O)OCC	-15%	?	-5%	13	-22%	45%	1%
CCNC(=S)N1CCCC(C(N)=O)C1 (stereo not drawn)	14%	10%	-2%	-11	-5%	2%	-1%
O=C(Nc1ccc2oc(-c3ccccc3F)nc2c1)c1ccccc1Cl	nt	-6%	1%	69	nt	nt	nt
Cc1cccc(C)c1NS(=O)(=O)c1cc2c3c(c1)CCN3C(=O)CC2	1%	-14%	-3%	-25	2%	-1%	nt
COCCN(C(=O)COc1ccccc1C#N)c1c(N)n(Cc2ccccc2)c(=O)[nH]c1=O	12%	-7%	-1%	-12	?	-19%	nt
COc1cc(/C=N/Nc2ccc(Cl)cc2)ccc1OC(=O)c1cccs1	-8%	-15%	-8%	22	-1%	-57%	0%
Cn1c(N)c(C(=O)COC(=O)/C=C/c2cccc(Cl)c2)c(=O)n(C)c1=O	26%	nt	2%	-29	9%	32%	nt

Pulled by compound from above, two records:
SMILES	AMA1-RON2 inh	AmpC inh detg	Tb PYK inh	HCMV inh	HCV inh	AmpC inh no detg	LmPK inh
COc1ccc(-c2ccc3c(N)c(C(=O)NC(C)C)sc3n2)cc1OC	7%	0%	-3%	41	?	59%	-3%
Cc1cc(O)c(C(C)C)cc1NC(=O)c1cccc(Cl)c1	-7%	-3%	nt	-21	-16%	42%	6%

Other entries
SMILES	AMA1-RON2 inh	AmpC inh detg	Tb PYK inh	HCMV inh	HCV inh	AmpC inh no detg	LmPK inh
Cc1ccc2c(c1)nnn2C1CCN(S(=O)(=O)c2cccc(S(=O)(=O)N(C)C)c2)CC1	32%[activator]	0%	6%	-31	10µM*	-5%	-2%
Cn1c(=O)n(CCOc2ccccc2Cl)c2ccccc21	-4%	-14%	-9%	9	5%	127%[activator]	1%
Cc1ccc(OCC(=O)Nc2oc(-c3ccccc3)c(-c3ccccc3)c2C#N)cc1	-13%	nt	1%	25	?	nt	nt
COc1ccc(C2Nc3ccccc3C(=O)N2c2ccc(C)cc2)cc1Cn1nc(C)c([N+](=O)[O-])c1C (stereo not drawn)	-9%	3%	-13%	61	?	-25%	5%
CCCN1CCC(NC(=O)CC2C(=O)NCCN2Cc2ccccc2C)CC1 (stereo not drawn)	13%	-14%	-8%	nt	9%	26%	-9%
O=C(CSc1ccccc1F)NCCN1C(=O)CSC1=O	10%[11.6 µM]	nt	1%	-10	-4%	-10%	nt
O=C(Cc1ccccc1)N1CCN(c2ncccn2)CC1	6%	2%	2%	-2	8%	1%	-1%
Cc1ccc(-c2cc(C(=O)Nc3ccccc3C)c3ccccc3n2)o1	3%	-9%	-19%	-18	?	-34%	-9%
COc1ccc(N=Cc2c(O)n(C)c(=O)[nH]c2=O)cc1	0%	-10%	-22%	-30	0%	-6%	-11%
COc1ccc(OCCOC(=O)c2nc3nccc(C)n3n2)cc1	-2%	-3%	-8%	-11	0%	-12%	1%
O=C(Nc1cccc(Cl)c1Cl)Nn1cnnc1	11%	?	3%	-9	9%	-18%	1%
CC(=O)NC(c1cccs1)c1cc(Br)c2cccnc2c1O (stereo not drawn)	nt	-4%	-6%	-100*	nt	-14%	nt
O=C(CSc1nnc(NC(=O)Nc2ccccc2)s1)Nc1cccc(F)c1	nt	2%	-6%	230	nt	nt	nt
COc1cccc(-n2c(=O)[nH]cc(C(=O)Nc3ccc(NC(C)=O)cc3)c2=O)c1	9%	?	-8%	-5	-17%	-17%	-5%
O=C(NN1C(=O)C2C3C=CC(O3)C2C1=O)c1cccc(O)c1 (stereo not drawn)	4%	6%	3%	5	29%	-22%	0%

Screens: PubChem BioAssay, National Center for Advancing Translational Sciences (NCATS)
